Source: PubChem
GSTO1 inh = counter-screen for RBBP9 inhibitors: inhibitors of human GSTO1. P78417. AID 1974. inhibition, % at 5.96 µM. recombinant GSTO1, activity-based probe fluorescence polarization. actives 1.1% (n = 300,000);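 active = inhibition above the campaign mean inhibition plus 3 SD, cut at about 35% in these data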;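 note: 0% = GSTO1-1 with DMSO and 100% = wells lacking GSTO1-1 enzyme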
PAFAH1B3 FP inh = blocks human PAF acetylhydrolase 1B catalytic subunit 3; recombinant PAFAH1B3, FP-rhodamine probe, fluorescence polarization; inhibition, % at 3.39 µM; actives 0.28% (n = 340,000); AID 492972;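 active = inhibition above the screen-wide average of all tested compounds plus 3 SD, cut at about 25% in these data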;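 note: 0% = enzyme with DMSO only and 100% = wells lacking PAFAH1B3 protein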
PREPL inhibitor = human PREPL enzyme inhibition | recombinant PREPL, fluorescence polarization activity-based probe | actives 0.68% (n = 320,000) | inhibition, % at 5.96 µM; in the data active = inhibition above about 43%;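 note: 0% = enzyme with DMSO and 100% = wells lacking enzyme; many of its hits are not listed in these tables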
pPAFAH inh = pPAFAH (human) enzyme inhibition; inhibition, % at 3.39 µM; recombinant pPAFAH, FP-rhodamine probe fluorescence polarization; Q13093; actives 1.5% (n = 330,000); AID 463082;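 active = inhibition above the mean inhibition across the screen plus 3 SD, cut at about 25% in these data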;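 note: inhibitors block binding of the rhodamine activity-based probe so polarization drops; 0% = enzyme with DMSO and 100% = wells lacking pPAFAH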
Target sequence (Q13093 whole entry, looked up): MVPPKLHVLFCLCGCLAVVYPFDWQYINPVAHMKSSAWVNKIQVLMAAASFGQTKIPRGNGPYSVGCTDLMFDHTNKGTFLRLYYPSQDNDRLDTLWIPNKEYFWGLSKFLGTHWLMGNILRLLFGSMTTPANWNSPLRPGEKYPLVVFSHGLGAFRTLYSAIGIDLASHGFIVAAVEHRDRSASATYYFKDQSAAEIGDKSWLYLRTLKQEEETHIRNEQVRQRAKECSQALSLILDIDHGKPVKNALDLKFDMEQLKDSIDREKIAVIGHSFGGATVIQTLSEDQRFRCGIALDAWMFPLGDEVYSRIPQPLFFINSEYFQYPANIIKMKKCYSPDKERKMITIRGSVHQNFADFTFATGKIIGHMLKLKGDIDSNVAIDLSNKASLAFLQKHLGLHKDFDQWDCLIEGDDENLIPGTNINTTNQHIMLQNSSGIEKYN
LYPLA2 counter = counter-screen for PME1 inhibitors: inhibitors of human LYPLA2; AID 2177; O95372; actives 0.38% (n = 320,000); inhibition, % at 5.9 µM; recombinant LYPLA2, FP-Rh probe fluorescence polarization;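 active = inhibition above the screen-wide mean plus 3 SD, limit set per campaign, cut at about 26% in these data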;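 note: 0% = LYPLA2 with DMSO and 100% = wells lacking LYPLA2 enzyme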
PAD4 FP inh = inhibitors of human PAD4; Q9UM07; recombinant PAD4, RCA probe fluorescence polarization; inhibition, % at 6.36 µM; actives 0.41% (n = 330,000); AID 485272;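 active = percent inhibition above a cutoff equal to the mean of all tested compounds plus 3 SD, cut at about 15% in these data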;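 note: 0% = PAD4 with RCA probe and DMSO and 100% = probe without PAD4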
Target sequence (Q9UM07 whole entry, looked up): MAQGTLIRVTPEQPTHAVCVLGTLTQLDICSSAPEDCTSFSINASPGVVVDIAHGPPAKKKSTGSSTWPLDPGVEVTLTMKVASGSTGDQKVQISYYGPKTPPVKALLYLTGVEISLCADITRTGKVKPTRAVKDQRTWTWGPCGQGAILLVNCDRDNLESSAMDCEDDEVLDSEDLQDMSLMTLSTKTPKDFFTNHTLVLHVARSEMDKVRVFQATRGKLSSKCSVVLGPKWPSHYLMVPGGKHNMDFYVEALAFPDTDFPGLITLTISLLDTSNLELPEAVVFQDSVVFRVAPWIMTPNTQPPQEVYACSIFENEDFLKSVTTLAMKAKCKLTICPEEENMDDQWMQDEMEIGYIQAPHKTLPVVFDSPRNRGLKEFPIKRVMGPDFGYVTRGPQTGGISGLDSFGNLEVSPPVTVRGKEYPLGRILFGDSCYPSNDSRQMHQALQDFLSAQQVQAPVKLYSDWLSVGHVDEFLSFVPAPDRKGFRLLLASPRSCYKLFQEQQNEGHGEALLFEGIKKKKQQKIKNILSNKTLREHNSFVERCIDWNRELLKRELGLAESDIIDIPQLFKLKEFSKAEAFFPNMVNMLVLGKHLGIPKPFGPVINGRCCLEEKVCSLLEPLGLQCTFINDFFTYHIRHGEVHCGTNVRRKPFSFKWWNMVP
LYPLA1 inh = blocks human lysophospholipase 1, a PME1 counter-screen; O75608; recombinant LYPLA1, FP-Rh probe fluorescence polarization; inhibition, % at 5.9 µM; actives 0.16% (n = 320,000); AID 2174;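 active = inhibition above the mean of all tested compounds plus 3 SD, set per campaign, cut at about 14% in these data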;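 note: inhibitors block serine hydrolase probe labeling of LYPLA1 so polarization falls; 0% = enzyme with DMSO and 100% = wells lacking LYPLA1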
PAFAH2 FP inh = PAFAH2 (human) inhibition | inhibition, % at 3.39 µM | Q99487 | recombinant PAFAH2, FP-rhodamine activity probe, fluorescence polarization | actives 0.99% (n = 340,000);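 active = inhibition above the mean over all tested compounds plus 3 SD, cut at about 30% in these data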;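 note: inhibitors block probe labeling of enzyme so polarization drops; 0% = enzyme with DMSO and 100% = wells lacking PAFAH2 protein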
PAFAH1B2 FP inh = blocks human PAF acetylhydrolase 1b catalytic subunit 2; actives 1.2% (n = 340,000); recombinant PAFAH1B2, FP-rhodamine activity probe, fluorescence polarization; P68402; inhibition, % at 3.39 µM;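 active = inhibition above the mean of all tested compounds plus 3 SD, cut at about 24% in these data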;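 note: 0% = enzyme with DMSO and 100% = wells lacking PAFAH1B2; many of its hits are not listed in these tables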
* hit, by the source's call; . = no result given. The list is partial; count on the stated rates, not on these rows.

The first two records (preview)
Values run as follows: GSTO1 inh	PAFAH1B3 FP inh	PREPL inhibitor	pPAFAH inh	LYPLA2 counter	PAD4 FP inh	LYPLA1 inh	PAFAH2 FP inh	PAFAH1B2 FP inh
- OC(Cn1ccnc1)c1ccc(Cl)cc1Cl (centres undefined)
→ -1	3	-13	2	4	-6	4	-1	-2
- O=C(O)CCCN=CC1=C(O)C(C(=O)c2ccccc2)CCC1=O (centres undefined)
→ -4	3	-6	4	-2	-4	3	-2	-3

The list itself, previewed entries included:
Values run as follows: GSTO1 inh	PAFAH1B3 FP inh	PREPL inhibitor	pPAFAH inh	LYPLA2 counter	PAD4 FP inh	LYPLA1 inh	PAFAH2 FP inh	PAFAH1B2 FP inh
- OC(Cn1ccnc1)c1ccc(Cl)cc1Cl (centres undefined)
→ -1	3	-13	2	4	-6	4	-1	-2
- O=C(O)CCCN=CC1=C(O)C(C(=O)c2ccccc2)CCC1=O (centres undefined)
→ -4	3	-6	4	-2	-4	3	-2	-3
- N=c1ccn(CC(=O)NC(N)=O)c2ccccc12
→ 4	5	6	7	1	2	4	6	-2
- COc1ccc(NC(=O)c2cc3c([nH]c4ccccc43)c(C)n2)cc1
→ -4	8	-1	-4	-3	-4	-4	4	-1
- COCCNC(=O)C(c1ccco1)N(C(=O)Cn1nnc2ccccc21)c1cccc(C)c1C (centres undefined)
→ 12	10	-12	-4	7	0	1	-2	0
- COc1ccc(C(=O)c2oc3ccc(Br)cc3c2NC(C)=O)cc1
→ 3	-2	1	2	3	4	0	-4	5
- Clc1cc(CSc2ccccc2)nc(-c2ccccc2)n1
→ 8	6	-17	9	-2	-6	4	-6	1
- CC1CCN(c2oc(Cc3cccc4ccccc34)nc2C#N)CC1
→ 23	2	3	6	-1	-4	-4	4	0
- Cc1cccc(N(Cc2ccccc2)C(=O)c2ccc(F)c(S(=O)(=O)N3CCOCC3)c2)c1
→ 1	3	12	3	0	-1	-1	0	7
- COc1ccc(CN2CCN(CCSc3ccc(C)cc3)CC2)c(OC)c1OC
→ -3	8	9	6	-5	0	-1	8	3
- O=S(=O)(Nc1ccc(N2CCOCC2)cc1)c1c(F)cc(F)cc1Br
→ 18	-3	8	19	4	-1	2	8	3
- CC#CC(=O)N1CCC(C(=O)Nc2ccc(Oc3ccccc3)nc2)CC1
→ 3	7	1	-1	-2	-4	-3	5	10
- CN(C(=O)c1ccccn1)c1nnc(-c2cnccn2)s1
→ -3	1	2	4	12	0	-1	4	-1
- CC(C)(C)c1ccc(/C=N/N2C(=O)CSC2=S)cc1
→ 2	-5	-3	8	0	-5	1	8	9
- CCOC(=O)c1cnn2c(C(F)(F)F)cc(-c3ccco3)nc12
→ 6	4	3	3	10	-5	2	-18	2
- O=C(c1ccc(Cl)cc1)c1ccc(OCC(=O)N2CCOCC2)cc1
→ 1	-1	7	4	-1	-3	1	-3	7
- NC(=O)c1ncc(C(F)(F)F)cc1Oc1ccc(F)cc1
→ 0	5	-2	5	5	4	0	0	-1
- CCOC(=O)C1(Cc2ccccc2)CCCN(Cc2ccncc2)C1 (centres undefined)
→ 1	2	4	3	1	0	-2	7	9
- COCCNC(=S)c1ccc(Br)cc1
→ 7	4	-2	10	-3	2	0	-3	5
- Cc1cc(C=O)c(C)n1-c1ccc(N2CCOCC2)cc1
→ 4	8	18	-2	0	-1	-2	-3	4
- Cc1ccc(C)c2[nH]c(=O)c(C(c3nnnn3Cc3ccccc3)N3CCc4ccccc4C3)cc12 (centres undefined)
→ 14	17	1	5	-3	-13	-3	5	11
- CN1C(=S)N(c2cccnc2)C(=O)/C1=C\c1ccc(C(C)(C)C)cc1
→ -9	10	9	-3	-2	-2	-1	0	4
- Cc1ccc2c(Cl)c(C(=O)Nc3cc(C)on3)sc2c1
→ 11	0	17	-6	1	-2	-4	0	-2
- O=C(CSc1nnc2c(n1)[nH]c1ccc(S(=O)(=O)N3CCOCC3)cc12)Nc1ccc(F)c(F)c1
→ -6	-6	-8	-3	-17	-4	-8	-7	-5
- Cc1ccc(C(C(=O)Nc2ccc3c(c2)OCO3)N(C)C(=O)/C=C\c2ccc3c(c2)OCO3)cc1 (centres undefined)
→ -6	1	11	-1	-5	-2	-9	-5	1
- O=C(Nc1cccc(C(F)(F)F)c1)c1cc2c(=O)c3ccccc3oc2nc1C(F)(F)F
→ -8	6	-4	0	-1	4	-1	-2	-1
- COc1ccccc1N1CCN(Cc2cc3c(cc2O)OCO3)CC1
→ 11	5	6	-1	0	2	0	-3	6
- CCNS(=O)(=O)c1ccc(CCC(=O)NCc2ccc(C)cc2)cc1
→ 7	5	0	6	-1	-4	0	1	2
- COc1ccc(CCNC(=O)c2cc(S(=O)(=O)N(C)c3ccccc3)ccc2Cl)cc1
→ -2	0	11	4	-3	4	-5	-3	5
- O=C(Nc1nccc(-c2cccs2)n1)c1ccccc1Cl
→ 4	2	0	3	5	4	1	7	1
- CCOc1ccc(C(C)=O)cc1CSc1nc(C)cc(C)n1
→ 6	11	1	-1	6	3	-1	-1	0
- O=C(NNc1ccccc1)/C(=C\c1cccnc1)NC(=O)c1ccccc1
→ -1	7	2	3	1	-3	2	11	7
- CN(C1=NC(=O)C(CC(=O)O)S1)c1ccc(O)cc1 (centres undefined)
→ 4	6	-6	3	2	1	0	-6	5
- O=C1C(Cl)=C(NCC2CCCO2)C(=O)N1C1CCCCC1 (centres undefined)
→ 8	3	-1	4	-1	-5	1	6	3
- N#Cc1ccccc1OCC(O)CS(=O)(=O)c1ccccc1 (centres undefined)
→ 10	17	-3	-2	-6	1	-5	-2	6
- CC(=O)c1ccc(OCCCC(=O)OCC(=O)Nc2c(C)nn(-c3ccccc3)c2C)cc1
→ .	-5	-1	11	4	-4	0	3	2
- Cc1nc(NC(=O)c2ccco2)sc1-c1csc(Nc2ccc(Cl)cc2Cl)n1
→ -1	13	9	14	-7	1	-8	13	5
- O=C(NCCN1CCC(Cc2ccccc2)CC1)C1CCCN(S(=O)(=O)c2cnc[nH]2)C1 (centres undefined)
→ -2	3	4	1	-4	1	0	-1	10
- Cn1cc(C(=O)c2ccc(Cl)cc2Cl)cc1C(=O)O
→ -4	3	-4	4	0	0	-1	-3	-3
- Cc1cccc2c1N(C(=O)c1ccco1)C(C)(C)c1ssc(=S)c1-2
→ -5	1	-6	6	-2	15*	0	5	11
- O=C(Cc1ccccc1)Nc1cccc(NC(=O)c2cccs2)c1
→ 2	3	-3	-9	-5	-5	-5	1	-1
- CCOC(=O)N1CCN(C(=O)c2cc(Cl)c(Cl)cc2C(=O)O)CC1
→ 12	0	10	-5	0	-1	-3	-1	-1
- CCOC(=O)c1ccc(NC(=O)CSc2ncccn2)cc1
→ -5	8	0	2	-3	2	1	-10	-3
- CCCCNC(=O)COC(=O)C1CCN(S(=O)(=O)c2ccc3c(c2)OCCO3)CC1
→ .	5	14	5	-4	-7	0	2	8
- O=C(Nc1ccc(S(=O)(=O)Nc2ncccn2)cc1)c1cncc(Br)c1
→ -2	0	9	1	8	1	4	2	-10
- Cc1cc(SCC2=NNC(=O)C2)c(Cl)cc1Cl
→ 26	10	8	28*	1	-5	0	-7	4
- CC(CC(=O)O)CC(=O)Nc1cccc([N+](=O)[O-])c1 (centres undefined)
→ 2	12	3	1	0	-2	-2	4	9
- CCCN1CCN(CCCNC(=O)Cn2nc(C)n3c(cc4cc(OC)ccc43)c2=O)CC1
→ 11	6	6	-4	2	-2	0	6	8
- c1ccc(NC2=Nc3ccccc3CS2)cc1
→ -6	0	0	5	-1	2	1	0	2
- COc1ccc(CC(=O)NNC(=O)c2ccncc2)cc1
→ 7	3	-1	2	2	-5	5	-5	-1
- COc1ccc(N(Cc2ccco2)C(=O)c2ccccc2F)cc1OC
→ 11	6	26	0	4	-2	-4	1	6
- CCOC(=O)C1(Cc2ccccc2C)CCCN(C(=O)c2ccoc2)C1 (centres undefined)
→ 0	-9	10	-5	1	7	5	-1	0
- O=S1(=O)N=C(SCCO)c2ccccc21
→ 10	-3	-5	8	-3	-4	-1	-2	3
- COCCCNC(=O)c1ccc2c(=O)n(Cc3ccc(OC)cc3)c(=O)[nH]c2c1
→ 1	5	-9	1	-1	-6	-5	5	1
- CC1=Nc2ccccc2N=C(N)C1c1ccccc1 (centres undefined)
→ -3	4	-2	4	4	-2	-1	2	-1
- CCN1CNC(=S)N(Cc2ccccc2)C1
→ 1	5	4	2	6	2	0	1	0
- CCOC(=O)N1CCN(C(=O)COC(=O)C2CCN(S(=O)(=O)c3c(Cl)cccc3Cl)CC2)CC1
→ -3	-3	8	11	3	-3	-2	0	0
- Cn1nccc1C(=O)c1ccc(Cl)cc1
→ 0	-1	-4	-1	-1	0	-4	-5	-4
- Cc1cccc(N2CCN(C(=O)c3ccc4nc(N5CCCCC5)sc4c3)CC2)c1C
→ -19	-3	5	40*	1	-9	-3	-2	0
- Cc1[nH]c2ccccc2c1CCNC(=O)CCC(=O)c1ccccc1
→ 9	5	4	8	5	3	1	-18	1

Following part.
Values run as follows: GSTO1 inh	PAFAH1B3 FP inh	PREPL inhibitor	pPAFAH inh	LYPLA2 counter	PAD4 FP inh	LYPLA1 inh	PAFAH2 FP inh	PAFAH1B2 FP inh
- Cc1cc(C(=O)CN2C(=O)NC3(CCCc4sccc43)C2=O)c(C)n1-c1ccc(Cl)cc1 (centres undefined)
→ 5	-4	1	40*	0	-2	-2	2	2
- COc1cccc(C(C(=O)NC2CCCC2)N(C(=O)c2ccco2)c2ccccc2)c1OC (centres undefined)
→ 26	-6	-3	0	-2	2	-3	9	-1
- O=C(NC(=S)NCc1ccccc1)c1cccs1
→ -2	-3	2	2	-1	0	-2	3	4
- CC(C)CN(C(=O)COC(=O)C1=COCCO1)c1c(N)n(Cc2ccccc2)c(=O)[nH]c1=O
→ 5	5	8	-4	3	0	1	5	0
- Cn1c(SCC(=O)NC(=O)NCc2ccco2)nnc1C(F)(F)F
→ 1	1	-4	2	1	-4	0	3	3
- CC(C)c1ccc(NC(=S)NCc2cccs2)cc1
→ 8	5	8	-1	4	0	-1	-4	0
- CC(=O)OC1CC(C)(C)N(OC(=O)c2ccccc2)C(C)(C)C1
→ 2	-7	13	-3	0	-3	2	-2	9
- COc1ccccc1-c1nnc(SCC(=O)Nc2ccc(N3CCOCC3)cc2)n1N
→ .	10	16	-4	.	-3	.	-2	10
- Cc1ccn2c(CNC(C)CCn3cccn3)c(C(=O)N3CCCCCC3)nc2c1 (centres undefined)
→ -3	-1	-6	-5	-6	-1	-4	-1	2
- CCOCCCNC(=O)C(NC(=O)c1ccc(=O)[nH]c1)c1ccccc1 (centres undefined)
→ 2	-1	1	1	4	2	2	1	-1
- COc1ccc(-c2nnn(CC(=O)N(Cc3ccccc3Cl)C(C(=O)NCC3CCCO3)c3ccco3)n2)cc1OC (centres undefined)
→ -5	8	-23	2	1	-4	-3	-5	-4
- CN(C(=O)c1ccncc1)C1CCCCC1
→ -1	5	-9	-3	7	-4	3	-5	0
- Cc1nc2ncnn2c(N2CCCC(C(=O)Nc3ccccc3Br)C2)c1C (centres undefined)
→ 1	3	11	0	3	-7	2	11	1
- Cc1cc(NC(=O)c2sc(Nc3ccc(F)cc3)nc2N)no1
→ 3	7	12	10	6	1	-1	12	9
- C=CCn1c(SC(C)C#N)nc2sc(CC)cc2c1=O (centres undefined)
→ 1	3	1	11	-3	-2	2	8	7
- COCCNC(=O)CCC(=O)NNc1nc2ccccc2c2nc(-c3ccccc3)nn12
→ -6	-5	-5	-6	-3	-1	5	-9	-2
- COc1ccc(-n2nnnc2/C(=C/N(C)C)C(=O)c2ccccc2)cc1
→ -3	5	-9	-7	-2	-3	-2	0	-2
- COc1ccc(C(=O)NNC(=O)c2ccccc2[N+](=O)[O-])cc1
→ -2	-2	9	2	0	-1	-2	12	-5
